Screening data from PubChem BioAssay.
SKN-1 inh: inhibitors of C. elegans SKN-1 | C. elegans VP596 Pgst-4::GFP/RFP ratio, acrylamide-induced, 24 h | inhibition, % at 21.8 µM | hit rate 0.49% among 360,000;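 active means interference check ratio from 0.5 to 1.5 plus GFP to RFP signal ratio inhibition reaching or exceeding a fixed threshold, cut at about 30% in these data, passing the limit was not always enough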; further: some compounds called inactive have numbers as strong as hits
DNMT1 block: DNMT1 (human) enzyme inhibition; P26358; DNMT1 molecular beacon, Hinp1I cleavage, fluorescence; inhibition (reported as % activation of signal), % at 10 µM; hit rate 0.83% among 360,000; in the data active means inhibition above about 50%
SUMO1 PPI mod: SUMO1-SIM interaction modulation; SUMO1 binding to a labelled peptide, TR-FRET, 1 h; inhibition, % at 20 µM; hit rate 0.33% among 360,000; AID 602429; in the data active means inhibition above about 37%
Neddylation inh: blocks human cullin neddylation | P61081+Q13564 | TR-FRET cullin neddylation, biochemical | calls only at 25 µM | hit rate 0.58% among 360,000 | AID 651699; in the data active means inhibition above about 36%
Target sequence (P61081 whole entry, looked up): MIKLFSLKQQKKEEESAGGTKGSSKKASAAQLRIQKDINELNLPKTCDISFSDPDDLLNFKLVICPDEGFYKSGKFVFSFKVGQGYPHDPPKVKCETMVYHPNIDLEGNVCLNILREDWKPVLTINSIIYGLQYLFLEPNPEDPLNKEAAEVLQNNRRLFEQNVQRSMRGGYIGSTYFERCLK
Target sequence (Q13564 whole entry, looked up): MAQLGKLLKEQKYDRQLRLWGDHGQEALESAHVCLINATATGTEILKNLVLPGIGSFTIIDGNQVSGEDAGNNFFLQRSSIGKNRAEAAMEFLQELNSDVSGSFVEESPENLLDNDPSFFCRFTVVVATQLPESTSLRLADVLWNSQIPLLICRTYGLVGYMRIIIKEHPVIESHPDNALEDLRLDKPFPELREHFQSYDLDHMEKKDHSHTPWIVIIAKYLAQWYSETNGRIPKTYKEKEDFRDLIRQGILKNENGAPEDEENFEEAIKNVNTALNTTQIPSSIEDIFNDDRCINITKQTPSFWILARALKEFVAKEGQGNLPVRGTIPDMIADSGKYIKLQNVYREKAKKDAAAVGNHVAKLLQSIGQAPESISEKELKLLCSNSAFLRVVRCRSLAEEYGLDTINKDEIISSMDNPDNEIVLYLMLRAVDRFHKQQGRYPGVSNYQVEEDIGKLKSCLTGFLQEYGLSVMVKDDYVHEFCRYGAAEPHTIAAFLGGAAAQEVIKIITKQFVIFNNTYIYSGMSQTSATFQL
Scp-1 inhibitor: Scp-1 (human) phosphatase inhibition; Q9GZU7; AID 493091; hit rate 0.88% among 340,000; Recombinant Scp1, phosphopeptide, malachite green phosphate absorbance; inhibition, % at 20 µM;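 active means inhibition above about 50% at 20 µM, limit read from the data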;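 further: plate controls were DMSO wells with enzyme for no effect and wells lacking enzyme for full effect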
Target sequence (Q9GZU7 76-261 limits assumed): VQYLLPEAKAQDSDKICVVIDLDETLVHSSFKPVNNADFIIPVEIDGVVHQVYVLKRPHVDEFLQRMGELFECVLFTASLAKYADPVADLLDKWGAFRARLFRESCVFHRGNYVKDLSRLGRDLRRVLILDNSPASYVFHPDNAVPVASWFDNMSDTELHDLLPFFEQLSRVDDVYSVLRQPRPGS
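Test system: SCP-1 phosphatase catalytic domain, residues 76-261 | Compound dosing: One concentration, 20 µM, with 1.0% DMSO | Schedule: 45 min room-temperature reaction, 5 min colour, 30 min stabiliser | Detection: Absorbance at 630 nm | Read-out basis: % inhibition of SCP-1 phosphate liberation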
NadD inh: inhibitors of Staphylococcus aureus NadD; purified NadD enzyme, colorimetric absorbance read-out; inhibition, % at 20 µM; hit rate 0.78% among 360,000; in the data active means inhibition above about 26%; further: some compounds past the cut are filed as inactive
NRP1-CendR mod: NRP-1/CendR interaction modulation; FAM-RPARPAR peptide binding to NRP-1, fluorescence polarization; inhibition, % at 25 µM; hit rate 0.85% among 360,000; AID 602438;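 active means inhibition or corrected inhibition above about 18%, plus a signal ratio from 0.5 to 1.5, limit read from the data, passing the limit was not always enough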; further: strong numbers were not always called active
TbMetRS inhib: blocks T. brucei methionyl-tRNA synthetase activity; inhibition, % at 11.9 µM; hit rate 0.4% among 360,000; purified T. brucei MetRS, ATP depletion, Kinase-Glo luminescence; AID 624268;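 active means inhibition above a per-plate cutoff of the control wells' mean inhibition plus 3 SD, cut at about 5.5% in these data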;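 further: 0% = DMSO wells median and 100% = median of wells with control inhibitor compound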
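assay system = parasite MetRS enzyme | timing = 15 min preincubation, 2 h reaction, all 25 °C | evaluation = percent inhibition relative to median high and low control wells | medium = HEPES buffer containing pyrophosphatase, BSA, spermine, DTT | compound = single dose, 11.9 µM final nominal, 0.9% final DMSO | detection = Kinase-Glo luminescence, ATP depletion format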
STEP block: STEP (human) phosphatase inhibition. P54829. hit rate 0.25% among 360,000. AID 588621. recombinant STEP, OMFP fluorogenic substrate, fluorescence. inhibition, % at 20 µM;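 active means inhibition at 20 µM, scaled per plate between control wells, above about 37%, limit read from the data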;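 further: 0% = DMSO with enzyme and substrate and 100% = substrate only without enzyme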
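System: STEP phosphatase, cell-free reaction; Buffer or medium: Bis-Tris pH 6.0 buffer with DTT, detergent; Incubation: 20 min at room temperature, dark; Measured by: fluorescence, 480/540 nm.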
LMPTP inh: blocks human LMPTP phosphatase. P24666. recombinant LMPTP-A, OMFP fluorogenic substrate, fluorescence intensity. inhibition, % at 20 µM. hit rate 0.22% among 360,000;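 active means compounds that cut the enzyme signal by at least half of the control window in the single-dose screen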;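 further: plate controls were DMSO wells with enzyme plus substrate for no effect and substrate without enzyme for full effect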
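test system = LMPTP-A | amount = 0.625 nM LMPTP-A final | reagent = fluorogenic phosphatase substrate OMFP at 400 µM final | incubation = 50 min at room temperature | benchmarks = no-enzyme low control, uninhibited high control | medium = Bis-Tris pH 6.0, DTT, detergent | signal = fluorescence intensity of OMFP turnover product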
* marks the source's active call; other numbers are inactive results; i = inactive; x = no result given.

item	mol	Scp-1 inhibitor	LMPTP inh	TbMetRS inhib	SUMO1 PPI mod	NRP1-CendR mod	NadD inh	SKN-1 inh	Neddylation inh	DNMT1 block	STEP block
1	COCCCNC(=S)NNC(=O)c1ccccc1Br	5	0.7	0.2	2	13	1	6	i	1	0
2	Cc1cc(=O)n(Cc2ccccc2)c(O)c1C#N	-12	-0.3	-0.2	12	-6	-4	11	i	-4	-1
3	CC(NC(=O)c1cccc(S(=O)(=O)N2CCN(C)CC2)c1)c1ccc(Cl)cc1Cl (stereo unspecified)	-6	0.4	-0.4	0	2	-5	2	i	-5	1
4	COc1ccc(C(O)P(=O)(OCCC(C)C)c2ccc(N(C)C)cc2)cc1OC (stereo unspecified)	-7	0.5	-0.7	3	-1	-3	3	i	2	0
5	CCOC(=O)c1sc2c(c1C)c(=O)n(Cc1ccccc1)c(=O)n2CCN(C)C	-5	-0.7	-0.9	19	9	-13	21	i	7	1
6	O=C(N/N=C/c1cc(Cl)ccc1O)c1cccnc1	3	-1.8	-0.4	-13	-6	3	-1	i	1	0
7	O=C(NC1CCCCC1)c1sc(=S)n2c1[nH]c(=O)c1ccccc12	80*	19	-0.4	11	-18	4	1	i	-6	8
8	Cc1ccc(C)c(N(CC(=O)NCCC2=CCCCC2)S(C)(=O)=O)c1	0	2.0	-0.8	-4	-6	-3	-2	i	-2	-1
9	O=C1NC(=O)C(=Cc2ccc(Cl)c(Cl)c2)S1	-10	-2.0	0.2	4	-30	2	-10	i	4	-1
10	O=C(c1ccc(CS(=O)Cc2ccccc2Cl)o1)N1CCN(c2ccccn2)CC1 (stereo unspecified)	-2	0.1	-0.8	2	6	0	-1	i	4	-5
11	CCO[C@H]1OC(C(N)=O)=C[C@@H](C)[C@@H]1CCCO	-8	-1.2	-0.3	0	11	1	9	i	6	1
12	CCCc1nc2ccc(C(=O)OC)cn2c1Cc1cccc(F)c1	x	1.8	-1.1	-3	-12	2	-12	i	9	-2
13	COc1ccc(COC(=O)c2ccc(C)c(S(=O)(=O)N3CCOCC3)c2)cc1F	-4	0.6	-0.1	2	-6	-4	2	i	-6	0
14	OCCN(Cc1ccccc1)Cc1nc(CC2CC2)no1	-12	-1.2	0.0	-6	-2	4	5	i	2	-1
15	O=C(CCc1nnc(Cc2cccc(C(F)(F)F)c2)o1)NCC(F)(F)F	-10	-2.0	-0.4	1	-6	0	4	i	0	-2
16	COc1ccc(CC(=O)Nc2ccc(F)c(S(=O)(=O)N3CCOCC3)c2)cc1	-8	-0.4	-0.1	1	-2	4	-7	i	-5	0
17	Cc1nc(SCC(=O)c2cccs2)c2oc3ccccc3c2n1	-18	3.1	-0.4	4	-36	-6	-24	i	-4	-2
18	CCOC(=O)C1CCCN(C(=O)CS(=O)(=O)Cc2ccccc2)C1 (stereo unspecified)	-11	-1.0	-0.5	-3	-1	5	11	i	1	0
19	O=C(CSc1nnc(-c2cccnc2)n1Cc1ccco1)c1ccccc1	-2	-0.2	-1.1	2	-6	6	0	i	6	0
20	CCn1c(SCc2nc3ccccc3[nH]2)nnc1-c1ccncc1	-4	-0.7	0.8	0	-36	-3	-1	i	-2	2
21	Cc1c(C)c2ccc(OCC(=O)N[C@@H](Cc3c[nH]c4ccccc34)C(=O)O)cc2oc1=O	-1	1.6	-2.3	1	-1	0	0	i	-2	0
22	CC(C)(Oc1ccc(Cl)cc1)C(=O)NCc1ccc(S(N)(=O)=O)cc1	26	0.0	0.2	1	9	2	-13	i	19	-2
23	CC(=O)c1sc(NC(=O)c2ccccc2C)nc1C	-7	-0.6	-0.4	-1	10	1	10	i	0	-4
24	COCCCNC(=S)N1CCC(C(=O)c2ccc(Cl)cc2)CC1	9	-1.5	-1.2	-1	0	-1	0	i	0	0
25	O=C(Cn1c(CCCO)nc2ccccc21)Nc1ccccc1-c1ccccc1	-5	0.2	-0.2	-1	-2	-6	-13	i	-1	-2
26	Cc1ccc(OCCn2cc(C(=O)O)c3ccccc32)cc1	1	-0.3	0.1	1	1	-3	7	i	4	-1
27	Cc1ccccc1OCC(=O)Nc1cccc(Cl)c1C	-7	-1.4	0.2	2	1	-8	-12	i	22	0
28	CCN(CC)Cc1cc(C(=O)O)c(C)o1	2	-0.6	0.2	1	-11	4	15	i	1	-2
29	Cc1nccn1CCC(=O)NC1CCCc2c1cnn2-c1ccc(C(C)(C)C)cc1 (stereo unspecified)	x	-0.8	-0.5	-29	0	1	15	i	0	-2
30	CN(C)c1ccc(/C=C2\SC(=O)N(CC(O)Cn3c4ccccc4c4ccccc43)C2=O)cc1 (stereo unspecified)	-1	3.8	0.6	-1	-37	33*	7	i	-8	0
31	CC1=C(C(=O)OC2CCCCCCC2)C(c2ccc(O)cc2)NC(=O)N1 (stereo unspecified)	-12	0.5	-0.1	8	9	-6	3	i	-4	-10
32	CC(C)Cn1nc(NC(=O)c2cccs2)c2cc3ccccc3nc21	-7	-0.3	-0.1	1	1	-9	13	i	-1	1
33	O=C(CSc1ccc(-c2cccnc2)nn1)Nc1ccc(Br)cc1	-4	0.8	-0.3	-5	4	2	-8	i	0	0
34	CC(OCC(O)CN1CCN(S(=O)(=O)c2ccc(Cl)cc2)CC1)c1ccc(Cl)cc1 (stereo unspecified)	x	-0.1	-0.1	0	2	-3	-4	i	12	-2
35	O=[N+]([O-])c1ccccc1S(=O)(=O)Nc1ccc(S(=O)(=O)N2CCOCC2)cc1	-3	-1.8	-0.6	0	12	-5	6	i	0	-2
36	CCCn1c(N)c(C(=O)CSc2nc(C)nc3sc(C)c(C)c23)c(=O)[nH]c1=O	0	-0.5	-0.5	-49	-12	0	-23	i	-1	4
37	COc1ccc(S(=O)(=O)N2CCOC2CNC(=O)C(=O)NCCN(C)C)cc1 (stereo unspecified)	-5	-6.2	-0.3	-19	-4	3	-11	i	-1	1
38	COc1ccc(N2CCN(c3oc(Cc4ccccc4)nc3C#N)CC2)cc1	-13	1.5	-0.8	1	2	-3	0	i	0	0
39	COc1cccc(-n2cc(CNCc3cn(C)nc3-c3ccccc3F)cn2)c1	-5	0.2	0.3	0	-10	-3	0	i	-3	0
40	CNC(=S)N(Cc1ccc(OC)cc1)Cc1cc2ccc(C)cc2[nH]c1=O	3	-0.8	-0.4	5	-2	5	-1	i	-4	2
41	COc1ccc(CNC(=O)CCNC(=O)N2CCn3c2nc2ccccc23)cc1	-6	-1.9	-0.1	0	5	-2	13	i	2	-3
42	CCCn1c(SCC(=O)c2c(N)n(C3CC3)c(=O)[nH]c2=O)nnc1-c1ccncc1	-8	-2.5	0.0	0	6	3	11	i	4	-1
43	COc1ccc(C2C(C(N)=O)=C(C)Nc3ncnn32)cc1 (stereo unspecified)	0	1.5	0.2	-3	3	0	11	i	6	-1
44	COc1cc(/C=C(\C#N)C(=O)Nc2cc(C(F)(F)F)ccc2Cl)ccc1OCC(=O)Nc1cccc(C(F)(F)F)c1	0	-1.8	-1.1	0	-56	6	1	i	13	0
45	O=C(Nc1nccs1)c1cc(Cl)nc2ccccc12	-1	-3.3	0.3	-8	6	0	1	i	0	-2
46	O=C(CN(Cc1ccco1)C(=O)CNS(=O)(=O)c1ccc(Cl)cc1)NC1CCCCC1	-10	-0.2	-0.5	8	-4	2	38*	i	1	-4
47	Cc1cc(Cl)ccc1OCC(=O)N(Cc1ccco1)c1c(N)n(Cc2ccccc2)c(=O)[nH]c1=O	5	-0.1	-0.2	0	-15	6	8	i	0	-3
48	COc1cc(CNc2ccc3[nH]c(=O)[nH]c3c2)ccc1OCc1cccc(C)c1	-12	1.7	-0.7	7	-3	-4	-20	i	-15	0
49	COC(=O)c1c(C(C)=O)cnc2ccc(Br)cc12	-2	-2.0	-0.2	-4	-1	-8	-7	i	2	1
50	COc1ccc2[nH]c3c(=O)n(Cc4ccc(C(=O)N5CCCCCC5)cc4)c(=S)[nH]c3c2c1	-6	1.6	-0.3	2	4	21	8	i	-5	0

More results follow.
item	mol	Scp-1 inhibitor	LMPTP inh	TbMetRS inhib	SUMO1 PPI mod	NRP1-CendR mod	NadD inh	SKN-1 inh	Neddylation inh	DNMT1 block	STEP block
51	CCC(C)C(Nc1ccc(C(=O)OC)cc1[N+](=O)[O-])C(=O)OC (stereo unspecified)	-7	-1.3	-0.5	-25	-2	-5	19	i	-2	-1
52	Cc1cccc(NS(=O)(=O)c2cc(C(=O)NCCC3=CCCCC3)ccc2Cl)c1	-20	3.9	0.0	-3	-8	-1	5	i	-8	3
53	CCN(CC)CCN(C)C(=O)c1ccc(OC2CCN(C(=O)C3CC3)CC2)cc1	-1	-0.8	-0.1	2	11	0	-1	i	1	0
54	O=C1NC(=O)C(c2ccc(Cl)cc2)N1 (stereo unspecified)	6	-1.6	-0.3	-3	9	-3	18	i	-7	4
55	CC(=O)NC(Cc1cc(C)ccc1C)C(=O)N1CCN(C(=O)c2ccc(Br)cc2)CC1 (stereo unspecified)	-8	0.6	-0.8	2	8	1	-3	i	-1	-2

Among those listed so far, these have a CF3 group:
item	mol	Scp-1 inhibitor	LMPTP inh	TbMetRS inhib	SUMO1 PPI mod	NRP1-CendR mod	NadD inh	SKN-1 inh	Neddylation inh	DNMT1 block	STEP block
15	O=C(CCc1nnc(Cc2cccc(C(F)(F)F)c2)o1)NCC(F)(F)F	-10	-2.0	-0.4	1	-6	0	4	i	0	-2
44	COc1cc(/C=C(\C#N)C(=O)Nc2cc(C(F)(F)F)ccc2Cl)ccc1OCC(=O)Nc1cccc(C(F)(F)F)c1	0	-1.8	-1.1	0	-56	6	1	i	13	0
